Screens deposited in PubChem by several laboratories.
Autofluor 339: intrinsic fluorescence of library compounds, ex339/em460 – biochemical, MLSMR library, data from DPM-DC assay, artefact control, profiling panel; compound autofluorescence, ex339/em460 nm, NADH buffer; stronger effect = higher value; 1 = no-compound wells, NADH background; fluorescence fold increase at 10 µM; 65,000 compounds, 5.5% hits; AID 709, 2007;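 active = at 10 µM, mean starting fluorescence two-fold or more over control wells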;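 also: signal is the first read of a kinetic run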
NADH coupling: inhibitors of PK/LDH coupling enzymes, profiling panel, artefact control, biochemical, MLSMR library; coupled PK/LDH NADH assays, four targets; IC50, µM (highest dose often 10 µM), for the others: top-dose inhibition; 65,000 compounds, 0.02% hits; AID 774, 2007;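 active = single-dose screening hits from any of four coupled enzyme assays that gave an IC50 when retested across doses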;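 also: the DPM-DC format reads NADH fluorescence rather than 340 nm absorbance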
HTR1A agonist: human 5-HT1a receptor agonists, primary screen, cell-based, CHO, Ga15 NFAT-bla reporter | 65,000 compounds, 0.56% hits | activation, % at 10 µM | 5-hydroxytryptamine receptor 1A (Homo sapiens), P08908 | CHO 5-HT1a Ga15 NFAT-bla reporter, FRET ratio; 0% basal, 100% maximal reference agonist;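 active = activation above the screen-wide mean activation plus 3 SD, cut at about 19% in these data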;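 also: 0% = DMSO wells and 100% = 5-CT at EC100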
M1 antagonist: antagonists of rat M1 muscarinic receptor; Muscarinic acetylcholine receptor M1 (Rattus norvegicus), P08482; CHO-M1 cells, Fluo-4 calcium, ACh EC80 antagonist mode; stronger effect = lower value; B-score at 10 µM; 64,000 compounds, 3.4% hits;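 active = calcium fluorescence response, raw or row-and-column corrected B-score, differing from the plate sample mean either way at a set confidence level, mostly lower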
Hsp90 inh: tumor Hsp90 inhibitors, primary screen, cell lysate, fluorescence polarization, NCI-N417 lysate; 64,000 compounds, 0.35% hits; Heat shock protein HSP 90-alpha (Homo sapiens), P07900; inhibition, % at 30 µM; Cy3B-geldanamycin FP displacement;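 active = inhibition above 50%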;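 also: 0% = tracer plus lysate wells and 100% = tracer alone without lysate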
Ec RNAP inh: E. coli RNAP inhibitors, biochemical | DNA-directed RNA polymerase subunit beta (Escherichia coli (strain K12)), P0A8V2 | E. coli RNA polymerase, fluorescence transcription assay | AID 559, 2006 | 62,000 compounds, 0.2% hits | inhibition, %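 (tested at 10 µM)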; in the data active = inhibition above about 20%;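 also: 0% = enzyme without compound and 100% = no enzyme blank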
Target sequence (P0A8V2 whole entry, looked up): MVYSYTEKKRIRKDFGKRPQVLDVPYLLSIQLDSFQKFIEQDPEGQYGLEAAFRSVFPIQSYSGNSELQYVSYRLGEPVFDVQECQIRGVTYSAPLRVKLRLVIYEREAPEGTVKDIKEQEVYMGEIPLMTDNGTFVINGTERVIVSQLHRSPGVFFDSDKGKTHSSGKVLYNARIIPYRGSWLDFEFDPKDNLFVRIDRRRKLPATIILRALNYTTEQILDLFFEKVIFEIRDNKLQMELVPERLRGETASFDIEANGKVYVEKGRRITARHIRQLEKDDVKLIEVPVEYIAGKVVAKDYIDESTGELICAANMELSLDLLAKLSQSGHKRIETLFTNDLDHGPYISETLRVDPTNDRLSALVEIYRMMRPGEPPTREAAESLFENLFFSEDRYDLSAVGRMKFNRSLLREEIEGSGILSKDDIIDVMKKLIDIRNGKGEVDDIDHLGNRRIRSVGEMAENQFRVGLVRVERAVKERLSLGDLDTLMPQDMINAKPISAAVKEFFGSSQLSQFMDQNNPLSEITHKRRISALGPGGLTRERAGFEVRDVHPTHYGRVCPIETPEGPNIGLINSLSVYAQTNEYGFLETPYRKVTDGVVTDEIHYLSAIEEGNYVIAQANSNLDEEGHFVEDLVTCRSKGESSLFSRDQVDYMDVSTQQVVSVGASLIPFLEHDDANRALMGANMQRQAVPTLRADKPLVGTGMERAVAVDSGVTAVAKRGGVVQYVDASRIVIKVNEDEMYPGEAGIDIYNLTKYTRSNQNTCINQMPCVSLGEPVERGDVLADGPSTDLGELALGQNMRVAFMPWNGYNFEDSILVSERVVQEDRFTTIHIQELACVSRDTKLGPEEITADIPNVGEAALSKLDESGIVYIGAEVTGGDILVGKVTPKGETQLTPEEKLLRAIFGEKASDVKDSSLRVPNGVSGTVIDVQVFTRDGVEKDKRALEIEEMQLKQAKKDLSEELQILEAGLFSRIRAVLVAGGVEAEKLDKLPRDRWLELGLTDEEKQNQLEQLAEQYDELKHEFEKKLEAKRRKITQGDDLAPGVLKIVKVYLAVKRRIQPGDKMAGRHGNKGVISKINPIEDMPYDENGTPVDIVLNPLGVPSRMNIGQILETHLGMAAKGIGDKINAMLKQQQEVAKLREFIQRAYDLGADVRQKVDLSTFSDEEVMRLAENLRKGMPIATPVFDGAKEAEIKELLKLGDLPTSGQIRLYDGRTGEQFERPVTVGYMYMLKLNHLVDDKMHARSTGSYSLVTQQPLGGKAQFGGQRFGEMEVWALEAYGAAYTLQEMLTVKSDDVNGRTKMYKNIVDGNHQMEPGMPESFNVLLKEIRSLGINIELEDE
M1 ag: M1 muscarinic receptor agonists, primary screen, CHO-M1 cells, Fluo-4 calcium, agonist mode; AID 626, 2007; 64,000 compounds, 3% hits; B-score at 10 µM; Fluo-4 calcium fluorescence; stronger effect = higher value;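 active = fluorescence rise, raw or as B-score row- and column-corrected plate score, outside the 99.7% band of its plate's samples, either direction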
D1 allo mod: D1 CRE-luciferase signal change, two-sided – cell-based, HEK293 D1, dopamine EC30, D1 allosteric modulator project, primary screen; dopamine EC30 potentiation; actives deviate in either direction; B-score at 10 µM; 58,000 compounds, 5.9% hits; D(1A) dopamine receptor (Homo sapiens), P21728; AID 641, 2007;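 active = luminescence count or its row- and column-corrected plate score outside the 99.7% band of the plate's sample wells, on either side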
Her2 expr inh: inhibitors of Her2 protein expression, primary screen, SKBR-3 cells, AlphaScreen, 66K library; Receptor tyrosine-protein kinase erbB-2 (Homo sapiens), P04626; SKBR-3 HER2 protein level, 18-24 h; stronger effect = lower value; HER2 level % of control, % at 10 µM; 65,000 compounds, 0.69% hits; AID 645, 2007;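 active = HER2 level under 5% of the carrier-only control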;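 also: 100% = DMSO carrier and 0% = 500 nM PU-H71 HSP90 inhibitor; lower value means stronger loss of Her2 protein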
Starred values were filed as active, the others as inactive; x = not tested or not shown; [ ] = remark or other dose.

The opening three records, ahead of the listing:
SMILES	Autofluor 339	NADH coupling	HTR1A agonist	M1 antagonist	Hsp90 inh	Ec RNAP inh	M1 ag	D1 allo mod	Her2 expr inh
Cc1ccc(C)c(C(=O)NC2CC(C)(C)NC(C)(C)C2)c1	1.01	1.0%	-2.9	-0.108	-4.8	5.0	0.00901	-0.102	105.5
O=C1c2ccccc2NC2CCCCC12 (centres undefined)	1.12	2.0%	-1.0	-0.687	-3.5	2.9	-0.417	-0.0495	98.7
Cc1noc(C)c1COC(=O)c1ccc2c(c1)S(=O)(=O)c1ccccc1C2=O	1.13	4.0%	0.3	-0.0107	-6.3	7.2	0.382	1.75	91.1

All compounds of this part, repeating the preview:
SMILES	Autofluor 339	NADH coupling	HTR1A agonist	M1 antagonist	Hsp90 inh	Ec RNAP inh	M1 ag	D1 allo mod	Her2 expr inh
Cc1ccc(C)c(C(=O)NC2CC(C)(C)NC(C)(C)C2)c1	1.01	1.0%	-2.9	-0.108	-4.8	5.0	0.00901	-0.102	105.5
O=C1c2ccccc2NC2CCCCC12 (centres undefined)	1.12	2.0%	-1.0	-0.687	-3.5	2.9	-0.417	-0.0495	98.7
Cc1noc(C)c1COC(=O)c1ccc2c(c1)S(=O)(=O)c1ccccc1C2=O	1.13	4.0%	0.3	-0.0107	-6.3	7.2	0.382	1.75	91.1
CCSc1nnc(NC(=O)C(CC)(C(F)(F)F)C(F)(F)F)s1	1.02	1.0%	4.0	-0.255	0.5	4.2	-2.62	-1.74	94.7
CC(OC(=O)CNC(=O)C12CC3CC(CC(C3)C1)C2)C(=O)Nc1ccc(N2CCOCC2)cc1 (centres undefined)	1.06	2.0%	-1.7	0.0478	-0.9	6.2	-0.379	x	82.0
CCOC(=O)c1c(C(F)(F)C(F)(F)C(F)(F)C(F)(F)F)n[nH]c1C	1.03	3.0%	3.0	-0.968	1.8	6.4	-0.391	x	86.5
CCOC(=O)N1CCN(C(=O)c2cc3c(ccc4ccccc43)oc2=O)CC1	3.93*	9.0%[fluoresces]	1.8	-0.461	-1.5	-0.9	0.0063	-0.209	108.9
CC(=O)Oc1ccc2c(C)cc(=O)[nH]c2c1	1.64	6.0%	-1.9	0.0365	0.0	-54.5	-0.329	x	97.0
Cc1cc2c(c(=O)o1)C(C13C=CC(CC1)C3)C(C#N)=C(N)O2 (centres undefined)	1.02	2.0%	-0.4	-0.0594	-3.0	13.2	-0.426	-1.37	112.1
CN1CCN(C(=O)C2CC(=O)N(c3ccc(F)c(Cl)c3)C2)CC1 (centres undefined)	0.99	1.0%	2.1	0.0367	2.6	-0.4	-0.0687	x	102.7
COc1ccc(NCc2nnc(SCC(=O)N3CCCc4ccccc43)n2C)cc1	1.03	7.0%	-3.3	-0.164	0.2	-9.8	0.0116	0.15	71.6
COc1ccc(N2CCN(Cc3nc4c(c(=O)[nH]c(=O)n4C)n3CC(C)=O)CC2)cc1	1.03	4.0%	-3.4	0.0323	-4.7	7.2	0.358	-0.423	88.9
Oc1c(CN2CCOCC2)cc(COCc2ccccc2)c2cccnc12	1.2	5.0%	-0.9	-0.41	-3.6	5.9	0.215	0.341	87.5
COCCn1c(Cc2ccccc2)nnc1SCC(=O)NC(C)C	1.06	8.0%	-1.1	-0.181	3.2	-2.1	-0.0594	-0.0949	101.4
COc1ccccc1-c1noc(-c2cc(OC)c(OC)c(OC)c2)n1	1.08	4.0%	-0.8	-0.331	-0.3	6.4	0.582	-0.281	103.2
CCC(C(=O)Nc1ccccc1OC)n1c(C(=O)OC)cc2ccsc21 (centres undefined)	1.12	6.0%	-0.3	0.121	-3.7	-5.9	-0.217	x	55.1
COCCNC(=O)c1ccc(N2CCCCC2)c(NS(=O)(=O)c2ccc(C)cc2)c1	1.23	5.0%	-2.3	0.0209	0.4	2.6	-0.546	0.0816	78.3
CCn1c(SCC(=O)c2ccccc2)nc2c(c1=O)SC(C)C2 (centres undefined)	1.18	17.0%	-0.1	0.0412	-1.1	x	-0.145	-0.0402	114.3
Cc1nc2ccc(S(=O)(=O)NCC(=O)N3CCN(c4ccccc4)CC3)cc2s1	1.04	1.0%	-1.9	-0.305	2.1	3.2	-1.29	0.082	104.3
CCCCn1c(N)c(N(CCOC)C(=O)CSc2nc3ccc(C)cc3[nH]2)c(=O)[nH]c1=O	1.07	2.0%	0.4	-0.279	x	4.4	-0.12	x	91.6
CCOc1cc2[nH]c(=O)n(CCCC(=O)NCc3ccco3)c(=O)c2cc1OCC	2.3*	6.0%	0.3	0.389	-1.7	6.4	-0.275	0.412	109.5
COC(=O)CCC(=O)COc1ccc(OC)cc1C#N	1.11	6.0%	0.8	-0.0688	-5.5	x	0.4	0.296	97.3
CCc1c(C)nc2ncnn2c1NCCc1ccc(OC)c(OC)c1	1.02	1.0%	0.0	0.0681	-2.5	5.1	-0.267	-1.71	94.2
Cc1nc2ccccn2c1/C(O)=C1\C(=O)C(=O)N(CCCn2ccnc2)C1c1ccncc1 (centres undefined)	1.03	5.0%	-3.2	0.234	-4.0	0.9	0.0195	1.13	92.3
O=C1OC2(CCCCC2)OC(=O)C1=CNc1nccs1	1.09	2.0%	-2.3	0.738	-8.4	7.2	-0.00251	0.429	100.0
SMILES	Autofluor 339	NADH coupling	HTR1A agonist	M1 antagonist	Hsp90 inh	Ec RNAP inh	M1 ag	D1 allo mod	Her2 expr inh
O=C(NC1C=CS(=O)(=O)C1)c1sc2ccccc2c1Cl (centres undefined)	1.1	3.0%	2.1	0.559	-5.1	2.7	0.239	-0.803	105.9
COc1ccc(-c2coc3cc(O)cc(O)c3c2=O)cc1	1.02	2.0%	0.6	-3.08	-0.4	8.8	0.533	6.2*	83.0
Cc1sc2nc(CN(Cc3cccs3)C(=O)C3CC3)[nH]c(=O)c2c1C	1.09	1.0%	-1.4	0.0393	-10.4	1.3	1.1	0.113	90.8
Cc1c(NC(=O)C(C)OC(=O)C(NC(=O)c2ccco2)C(C)C)c(=O)n(-c2ccccc2)n1C (centres undefined)	1.02	3.0%	-6.4	0.107	-1.9	10.6	0.26	-0.272	95.5
CC1CN(S(=O)(=O)c2cccc(-c3cn4cccnc4n3)c2)CC(C)O1 (centres undefined)	3.78*	5.0%[fluoresces]	-1.2	0.318	-3.6	-14.2	0.311	0.326	104.3
CCOc1cccc(-c2nnc(SCC(=O)Nc3ccc(OC)c(OC)c3)n2N)c1	1.1	5.0%	-2.2	-0.191	-0.8	3.1	0.377	x	90.0
COc1ccccc1-n1c(=S)sc2c(=O)n(Cc3ccco3)c(SC)nc21	1.09	1.0%	-0.7	-0.219	-3.5	5.4	-0.116	x	98.5
COC(=O)c1cc(OC)c(OC)cc1NC(=O)c1c(C)noc1C	1.14	1.0%	-3.8	-0.118	1.2	12.3	-0.273	0.192	106.3
O=C(CNC(=O)c1cccs1)NC1=NCCS1	1.08	2.0%	-1.4	-0.0103	2.4	4.7	-0.253	-0.416	103.0
O=C(CSc1nnc(-c2c[nH]c3ccccc23)n1-c1ccc(F)cc1)NCc1ccco1	1.04	6.0%	-0.4	0.0653	-1.8	x	-0.695	1.05	93.0
CCOC(=O)N1CCN(/C=C(\C#N)c2nc3ccccc3s2)CC1	0.94	11.0%	1.3	-0.689	-6.9	x	1.86	x	77.6
CCOC(=O)c1sc(NC(=S)n2cc(C)cn2)c(C(=O)OCC)c1C	1.1	10.0%	0.4	-0.0798	-4.6	13.6	0.164	1.68	114.9
Cn1c(=Nc2ccc(N3CCOCC3)cc2)ccc2ccccc21	0.95	12.0%	-4.3	-10.5*	-1.0	2.4	0.318	-0.805	79.0
COc1ccc(-n2c(C)nc3cc(C(=O)NCc4ccco4)ccc32)cc1	1.1	6.0%	-2.4	-0.394	-9.9	x	2.06	-1.42	78.5
O=C(c1cc(Cl)cc(Cl)c1)N1CCOCC1	1.1	5.0%	-2.5	-0.92	-2.8	3.5	-1.78	-0.268	115.2
Cc1cnc(C(=O)Nc2nnc(C)s2)cn1	0.98	7.0%	1.8	0.213	-2.0	11.4	0.0741	0.486	70.1
C=CCn1c(SCC(=O)NCc2ccc3c(c2)OCO3)nnc1C1CCCCC1	1.01	6.0%	-4.1	0.869	-1.9	3.9	0.245	x	84.3
Nc1nonc1-c1nc2ccccc2n1CC(=O)N1CCCCC1	1.08	6.0%	0.0	0.0219	-4.7	-5.1	0.328	x	124.4
CSc1ccccc1NC(=O)c1c(Br)cnn1C	1.04	3.0%	-0.2	0.4	-3.8	5.2	1.05	-0.264	78.1
Cc1c(NC(=O)Cn2nc(C(F)(F)F)c3c2CCCC3)c(=O)n(-c2ccccc2)n1C	1.09	3.0%	-1.0	-0.313	-2.0	4.7	2.68	-0.386	x
CCn1cc(C(=O)NCc2ccco2)c(=O)c2cc(F)c(N3CCN(C(=O)c4ccco4)CC3)cc21	2.38*	4.0%[fluoresces]	3.0	-0.445	-9.7	9.0	2.31	2.92	72.9
CC(=O)N1CCN(c2ccc(NC(=O)COc3ccc(Cl)cc3Cl)cc2)CC1	1.02	7.0%	3.4	-0.213	-4.4	11.8	-0.0749	-0.462	59.3
Cc1ccc(C(=O)NCc2ccc3c(c2)OCO3)cc1S(=O)(=O)N1CCOCC1	1.07	6.0%	-1.6	0.565	-2.4	2.2	-0.0656	-0.14	74.8
O=C(CSc1n[nH]c(C2CCCC2)n1)NC1CCCC1	1.09	7.0%	0.1	0.463	-1.4	7.7	-0.514	0.0851	107.1
O=C(COc1ccc(F)cc1Br)NCc1ccccn1	1.06	6.0%	-2.5	-0.141	0.1	3.0	0.106	-0.0465	131.1
SMILES	Autofluor 339	NADH coupling	HTR1A agonist	M1 antagonist	Hsp90 inh	Ec RNAP inh	M1 ag	D1 allo mod	Her2 expr inh
Cn1c(CNc2nc(-c3ccccc3)cs2)nnc1SCC(=O)c1ccccc1	1.05	5.0%	2.5	-0.0983	-3.4	-0.6	1.29	-0.22	97.5
OCCOCCNc1ncnc2c1cnn2-c1ccc(Cl)cc1	1.08	1.0%	-0.3	0.0789	-2.1	5.1	1.21	x	71.8
C=CCc1c(C)nc(SCc2nc3ccccc3c(=O)[nH]2)[nH]c1=O	1.09	6.0%	-1.1	0.769	-3.0	10.2	-0.324	1.12	96.8
CN(CCNC(=O)c1ccc(/C=N/O)nc1)Cc1ccccc1	1.13	2.0%	-0.3	0.547	2.0	8.7	0.418	x	109.6
Cc1nc(NCCc2cnc[nH]2)c2oc3ccccc3c2n1	1.06	4.0%	1.8	-1.17	x	7.0	-0.869	2.71	82.9
Cc1ccc(C(=O)CSc2ccccn2)cc1	1.12	7.0%	-6.7	-0.635	-6.4	2.4	0.173	-1.27	95.5
CN(Cc1ccccc1)c1ncnc2c1cnn2-c1ccccc1	1.04	5.0%	3.1	-0.856	0.8	3.8	-1.11	0.838	116.3
CCOC(=O)Cc1nnc(NC(=O)CC)s1	1.11	4.0%	-1.0	-0.862	-3.6	-9.9	-0.0178	-0.789	113.4
CCCCN(Cc1cc2cc(OC)ccc2[nH]c1=O)C(=O)c1ccco1	x	x	-0.2	0.146	x	-5.3	1.03	x	x
COc1ccc(NC(=O)CSc2nc(O)c(Cc3ccccc3)c(=O)[nH]2)cc1	1.13	4.0%	-0.3	-1.17	1.6	5.8	0.48	0.0741	118.0
CCOC(=O)c1sc(NC(NC(=O)c2ccco2)(C(=O)OC)C(F)(F)F)nc1C (centres undefined)	1.08	4.0%	-0.8	-1.96	0.4	5.3	0.137	5.6*	90.3
